TNAP act hi DEA: increases human TNAP activity under high phosphate acceptor concentration | P05186 | purified TNAP, CDP-star luminescence, 1 M DEA, 30 min; hits give high values; 0 = EDTA background, 1 = DMSO-only activity | activation factor at 20 µM | 200,000 tested, under 10 active;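 active = activation factor at least 2 at 20 µM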
Target sequence (P05186 whole entry, looked up): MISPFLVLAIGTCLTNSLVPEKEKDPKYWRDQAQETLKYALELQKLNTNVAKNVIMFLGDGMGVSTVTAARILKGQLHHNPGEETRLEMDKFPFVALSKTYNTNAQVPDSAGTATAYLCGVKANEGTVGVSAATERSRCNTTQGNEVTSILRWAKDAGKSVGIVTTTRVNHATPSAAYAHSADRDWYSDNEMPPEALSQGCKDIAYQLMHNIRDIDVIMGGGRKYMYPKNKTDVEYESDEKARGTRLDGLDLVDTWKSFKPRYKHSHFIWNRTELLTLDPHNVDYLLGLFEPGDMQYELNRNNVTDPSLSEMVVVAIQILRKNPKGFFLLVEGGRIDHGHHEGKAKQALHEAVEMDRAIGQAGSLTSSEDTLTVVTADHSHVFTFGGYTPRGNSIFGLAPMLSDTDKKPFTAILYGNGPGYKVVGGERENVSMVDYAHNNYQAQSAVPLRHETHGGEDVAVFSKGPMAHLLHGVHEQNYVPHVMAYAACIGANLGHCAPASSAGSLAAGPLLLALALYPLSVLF
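Measured by: Luminescent substrate turnover signal | Test system: Human TNAP | Input: TNAP 1/800 final | Dosing: 20 µM single point | Schedule: 30 min, room temperature | Controls: EDTA wells as negative control, DMSO wells as positive control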
bIAP inh: intestinal alkaline phosphatase (bovine) inhibition | purified bovine IAP, CDP-star luminescence, 30 min | inhibition, % at 20 µM | 190,000 tested, under 10 active;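 active = over 50% inhibition of intestinal alkaline phosphatase at 20 µM in the single-dose screen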
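System: Purified bovine intestinal alkaline phosphatase (IAP) enzyme | Input: IAP diluted 1/65,000,000 in the well | Also added: CDP-star chemiluminescent phosphatase substrate, 30 µM final | Dosing: 20 µM single dose | Times: Enzyme reaction for 30 min at room temperature | Detection: Luminescence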
bIAP act: intestinal alkaline phosphatase (bovine) activation | 0.17% of 200,000 active | activation factor at 20 µM | AID 1016 | purified bovine IAP, CDP-star luminescence, 30 min; hits give high values; fold of DMSO-control signal, blank-subtracted;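 active = activation factor of 2 or more at 20 µM, a signal rise over negative controls twice the positive control's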
RAM network inh: inhibitors of the yeast RAM network; inhibition, % at 50 µM; 1.8% of 190,000 active; AID 868; S. cerevisiae dse1pr::URA3 reporter, 5-FOA growth OD615, 2 d; analog-sensitive cbk1-as2 kinase mutant strain;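 active = inhibition above a set limit, 3 SD over mean compound inhibition, cut at about 8.4% in these data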;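 note: 0% = DMSO-only wells with no growth and 100% = 10 µM 1-NA-PP1 full growth; inhibition rescues growth on 5-FOA so higher OD means more RAM inhibition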
FLuc stim CS: affects firefly luciferase, flagging false hits in luciferase stimulation screens. ATPlite luciferase biochemical, luminescence, 10 min; 0 = ATP-free wells, 1 = DMSO control. 200,000 tested, under 10 active. P08659. activation factor at 10 µM;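 active = luciferase activation factor, scaled between plate controls, of at least 2 with compound at 10 µM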
Target sequence (P08659 whole entry, looked up): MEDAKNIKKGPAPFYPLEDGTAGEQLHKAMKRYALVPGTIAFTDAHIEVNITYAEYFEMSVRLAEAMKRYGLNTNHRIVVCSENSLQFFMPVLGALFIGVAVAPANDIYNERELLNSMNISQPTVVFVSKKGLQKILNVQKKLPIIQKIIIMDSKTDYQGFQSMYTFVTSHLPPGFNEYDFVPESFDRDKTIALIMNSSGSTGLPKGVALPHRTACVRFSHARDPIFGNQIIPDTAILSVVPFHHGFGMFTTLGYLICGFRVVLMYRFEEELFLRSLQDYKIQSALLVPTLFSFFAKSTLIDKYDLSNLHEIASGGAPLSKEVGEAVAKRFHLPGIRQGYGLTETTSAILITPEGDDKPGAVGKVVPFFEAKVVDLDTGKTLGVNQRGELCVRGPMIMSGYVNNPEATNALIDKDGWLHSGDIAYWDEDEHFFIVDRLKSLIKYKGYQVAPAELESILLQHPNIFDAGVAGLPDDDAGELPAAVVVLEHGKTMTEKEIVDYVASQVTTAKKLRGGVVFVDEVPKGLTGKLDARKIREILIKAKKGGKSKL
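Material: Luciferase/luciferin reagent mix | Doses: Test compounds dosed from 2 mM stocks in 100% DMSO | Timing: 10 min incubation after luciferase reagent addition, room temperature | Measured by: Luminescence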
TNAP inh no acc: inhibitors of human TNAP without phosphate acceptor. 0.26% of 200,000 active. purified TNAP, CDP-star luminescence, 30 min. AID 1012. inhibition, % at 20 µM. P05186;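 active = tissue-nonspecific alkaline phosphatase inhibition above about 50% at 20 µM in the single-dose screen, limit read from the data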;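 note: 0% = DMSO negative control and 100% = EDTA positive control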
FLuc inhib CS: Photinus pyralis luciferase inhibition counter-screen. P08659. ATPLite firefly luciferase biochemical luminescence, 10 min. inhibition, % at 10 µM. 1.5% of 200,000 active. AID 1006;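 active = inhibition above about 50% when tested at 10 µM, limit read from the data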
APP transl inh: APP translation inhibition | SH-SY5Y APP 5'UTR-luciferase reporter, luminescence | inhibition, % at 2 µM | 0.82% of 190,000 active | AID 1285;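 active = inhibition above a set limit, derived from the sample mean plus 3 SD, cut at about 45% in these data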; note: values of inactives mirror those of a sister screen read the other way
TNAP inh hi DEA: inhibitors of human TNAP at high phosphate acceptor concentration. P05186. purified TNAP, CDP-star luminescence, 1 M DEA. inhibition, % at 20 µM. 0.03% of 200,000 active;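 active = over 50% inhibition of tissue-nonspecific alkaline phosphatase at 20 µM in the single-dose screen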;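 note: plate controls were DMSO wells for no effect and EDTA-quenched wells as full inhibition for full effect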
Lmaj promast: inhibitors of Leishmania major promastigote growth. Leishmania major promastigotes, resazurin fluorescence viability. 9% of 200,000 active. AID 1063. inhibition, % at 10 µM; in the data active = inhibition above about 50%;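 note: promastigotes grown with compound for 44 hours at 28 °C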
An asterisk follows results filed as active; x = no result given. Compounds as they come. Share with any hit: about 13%.

nr	Compound	TNAP act hi DEA	bIAP inh	bIAP act	RAM network inh	FLuc stim CS
1	O=C(COc1ccccc1Cl)NC(=O)NC1CCCC1	1	12	0.9	-0.9	1
2	Cc1ccccc1C(=O)NC(=S)NCC(=O)c1ccccc1	1	5	0.9	2.9	1.1
3	NC(N)=Nc1nc2ccc(Cl)cc2c(=O)[nH]1	1	8	0.9	1.7	1.1
4	CC1CC2=C(C(=O)O1)C(c1ccccc1)Nc1ccccc1N2 (stereo not given)	1	-2	1	-0.8	1
5	COc1ccccc1C(O)(C(=O)NNc1ccccc1C)c1ccccc1OC	1	22	0.8	2.4	1
6	CC(=O)N1N=C(c2cccc(Cl)c2)OC1c1ccc(C(C)C)cc1 (stereo not given)	1	1	1	1.2	1
7	CC(Oc1ccc(Cl)cc1)c1ccnn1S(C)(=O)=O (stereo not given)	1	13	0.9	-1.5	1
8	CN(Cc1ccccc1)C(=O)c1ccc(Cl)c([N+](=O)[O-])c1	1	-24	1.2	0.8	1.1
9	Cc1ccc(C(=O)NCC(C)(C)N2CCOCC2)s1	1.1	10	0.9	-0.4	1
10	COc1ccc(CN(CC(=O)NCc2ccco2)C(=O)CCC(=O)Nc2ccccn2)cc1	1	-8	1.1	3.0	1.1

nr	TNAP inh no acc	FLuc inhib CS	APP transl inh	TNAP inh hi DEA	Lmaj promast
1	-11	4	-76	-5	8
2	-12	-8	2	-5	0
3	8	-6	-5	-1	19
4	-2	0	2	0	10
5	-5	-4	6	-1	0
6	-12	-4	-12	-2	-5
7	-12	-4	-13	-5	-2
8	-6	-8	-19	-4	-8
9	-9	-3	-2	-6	5
10	-8	-6	0	-1	-7

Next compounds follow.
nr	Compound	TNAP act hi DEA	bIAP inh	bIAP act	RAM network inh	FLuc stim CS
11	COCCCNC(=O)C1CCC(CNS(=O)(=O)c2ccc(Cl)cc2)CC1 (stereo not given)	1	-4	1	2.4	1
12	O=C(CSc1nnc(-c2ccco2)n1Cc1ccco1)NCc1cccs1	1.1	2	1	1.9	1.1
13	O=C(c1ccc(S(=O)(=O)N2CCCCC2)cc1)N1CCN(Cc2ccc3c(c2)OCO3)CC1	1.1	3	1	0.9	1.1
14	O=C(O)C1CCN(S(=O)(=O)c2cccnc2)CC1	1	4	1	1.2	1
15	Cc1c(C(=O)c2ccc([N+](=O)[O-])cc2)c(=O)n(C)c(=O)n1C	1	-5	1	0.1	1
16	CCOP(=O)(OCC)C(Nc1ccccn1)c1ccc(F)cc1 (stereo not given)	1	13	0.9	0.4	1
17	CC(=O)CSc1ncnc2c1oc1ccccc12	1	-4	1	1.1	0.9
18	CC(=O)c1c(C)[nH]c(C(=O)OCC(=O)C(C)(C)C)c1C	1.1	4	1	0.3	1
19	COc1ccc(NC(=O)NCCCN2CCc3ccccc3C2)cc1	1	-19	1.2	0.1	1
20	CCN(CC)CCN(Cc1cc2cc(C)ccc2[nH]c1=O)C(=S)NCc1ccco1	1	32	0.7	-1.2	1.1

nr	TNAP inh no acc	FLuc inhib CS	APP transl inh	TNAP inh hi DEA	Lmaj promast
11	-11	-1	2	-5	2
12	2	-7	4	-10	-2
13	-14	-5	10	-6	98*
14	-5	-1	-6	4	-4
15	-6	-1	-4	-4	0
16	3	-2	-18	0	0
17	-11	9	9	-2	-2
18	-4	-4	12	-6	-4
19	-11	-4	-1	-2	-1
20	-4	-5	-11	-3	61*

Further results:
nr	Compound	TNAP act hi DEA	bIAP inh	bIAP act	RAM network inh	FLuc stim CS
21	O=C(Nc1cccnc1)C1CC(c2ccccc2O)=NO1 (stereo not given)	1	-3	1	0.4	1
22	COC(=O)CSC(C)C(=O)Nc1nnc(C(C)C)s1 (stereo not given)	1.1	8	0.9	0.1	1
23	O=C(OCc1cn(-c2ccc(Cl)c(Cl)c2)nn1)c1ccccc1Cl	1.1	8	0.9	7.2	1.1
24	CCCn1nc(Oc2nc(SC)nc(N(C)C)n2)ccc1=O	1	-6	1.1	0.1	1
25	CCOc1ccc(-c2nnc(-c3snc(-c4ccc(F)cc4)c3N=CN(C)C)o2)cc1	1	3	1	3.1	1
26	O=C(Nc1nc(-c2ccc3c(c2)OCCO3)cs1)C1CCCC1	1	2	1	-0.1	0.9
27	CCc1cccc(CC)c1NC(=O)c1cccc(N)c1	1	14	0.9	0.9	1.1
28	CCCNC(=S)N1CCC(n2cnc3ccccc32)CC1	1	0	1	-0.4	1.1
29	COc1ccc(CCNc2oc(-c3ccc(OC)c(OC)c3)nc2P(=O)(OC)OC)cc1OC	1	-58	1.6	0.9	1
30	CC1CC(C)(C)NC(=S)N1CC(=O)N(C)Cc1ccccc1 (stereo not given)	1	4	1	3.0	1.1

nr	TNAP inh no acc	FLuc inhib CS	APP transl inh	TNAP inh hi DEA	Lmaj promast
21	-2	-1	-7	-5	-1
22	-20	-4	-20	-6	-7
23	-14	-5	-1	-8	-13
24	7	-4	1	-4	-2
25	-5	0	5	2	-5
26	-11	11	-173	-1	29
27	-6	-10	-8	-5	3
28	-7	-5	-11	-4	-5
29	-40	-2	7	1	-6
30	-8	-11	-6	-2	46

Exported with tabs: entries from further up
#	mol	TNAP act hi DEA	bIAP inh	bIAP act	RAM network inh	FLuc stim CS	TNAP inh no acc	FLuc inhib CS	APP transl inh	TNAP inh hi DEA	Lmaj promast
20	CCN(CC)CCN(Cc1cc2cc(C)ccc2[nH]c1=O)C(=S)NCc1ccco1	1	32	0.7	-1.2	1.1	-4	-5	-11	-3	61*
21	O=C(Nc1cccnc1)C1CC(c2ccccc2O)=NO1 (stereo not given)	1	-3	1	0.4	1	-2	-1	-7	-5	-1
22	COC(=O)CSC(C)C(=O)Nc1nnc(C(C)C)s1 (stereo not given)	1.1	8	0.9	0.1	1	-20	-4	-20	-6	-7
23	O=C(OCc1cn(-c2ccc(Cl)c(Cl)c2)nn1)c1ccccc1Cl	1.1	8	0.9	7.2	1.1	-14	-5	-1	-8	-13
24	CCCn1nc(Oc2nc(SC)nc(N(C)C)n2)ccc1=O	1	-6	1.1	0.1	1	7	-4	1	-4	-2
25	CCOc1ccc(-c2nnc(-c3snc(-c4ccc(F)cc4)c3N=CN(C)C)o2)cc1	1	3	1	3.1	1	-5	0	5	2	-5
26	O=C(Nc1nc(-c2ccc3c(c2)OCCO3)cs1)C1CCCC1	1	2	1	-0.1	0.9	-11	11	-173	-1	29
27	CCc1cccc(CC)c1NC(=O)c1cccc(N)c1	1	14	0.9	0.9	1.1	-6	-10	-8	-5	3

More results follow:
nr	Compound	TNAP act hi DEA	bIAP inh	bIAP act	RAM network inh	FLuc stim CS
31	CC(=O)c1c(C)nc(-c2ccc(Cl)cc2Cl)n1O	1	-40	1.4	0.3	1
32	Cc1nnsc1C(=O)Nc1ccc(Cl)cc1	1	0	1	0.0	1
33	COC(=O)c1ccccc1NC(=O)c1ccc(COc2ccc3c(c2)CCC3)cc1	1	26	0.7	14*	1.1
34	COC(=O)c1sc(NC(=O)CC(C)C)c(C(=O)OC)c1C	1	2	1	0.4	1
35	O=C(NCc1ccccc1)c1cc(-n2cnnc2)ccc1Cl	1	7	0.9	2.1	1.1
36	COc1ccc(C(=O)/C=C2/c3ccccc3CC(C)(C)N2C)cc1OC	1	-4	1	1.0	1
37	Cc1ccc(NC(=O)CN(Cc2ccccc2)S(C)(=O)=O)cc1C	1.1	5	0.9	3.1	1
38	CCC(=O)OCC(=O)Nc1ccc2c(c1)OCO2	1	-6	1.1	0.5	0.9
39	CCOC(=O)C1=C(C)NC(=O)CC1c1cc(OC)c(OC)cc1Br (stereo not given)	1.1	-6	1.1	1.8	1.1
40	O=C(NC1CC1)c1ccc(CN(c2ccccc2)S(=O)(=O)c2ccccc2)cc1	1	-2	1	0.2	1

nr	TNAP inh no acc	FLuc inhib CS	APP transl inh	TNAP inh hi DEA	Lmaj promast
31	-1	0	12	2	-5
32	-3	0	3	2	-10
33	-10	-8	19	-2	-2
34	-8	-5	7	-3	9
35	-6	-9	-15	-3	-7
36	7	-3	x	3	9
37	-13	-5	-2	-6	-5
38	-6	8	-25	-5	-1
39	-5	-8	-4	-7	4
40	-15	1	-12	-5	58*

Next part:
nr	Compound	TNAP act hi DEA	bIAP inh	bIAP act	RAM network inh	FLuc stim CS
41	Cc1ccnc(NC(=O)c2cccc([N+](=O)[O-])c2C)c1	1	4	1	1.9	1
42	CC1CCCCC1NC(=O)CSc1nnc(CN2CCOCC2)n1C (stereo not given)	1	10	0.9	-1.3	1.1
43	C/C(Cn1nnc([N+](=O)[O-])n1)=N\NC(=O)c1ccc(Cl)c(Cl)c1	1.1	29	0.7	-0.6	1.1
44	Cc1ccc(S(=O)(=O)CC(=O)NC(C)(C)C)cc1	1	5	0.9	-0.8	1
45	Cn1c(=NC(=O)c2ccco2)sc2cccc(F)c21	1	0	1	3.5	0.4
46	NC(=O)[C@@H]1CCCN1Cc1nc(-c2ccccc2)no1	1	1	1	-1.0	1.1
47	CN1CCC(OC(=O)c2ccccc2Cl)CC1	1	2	1	5.0	1.1
48	CCOC(=O)c1c(-c2cccs2)csc1NC(=O)CC(C)C	1	6	0.9	-0.9	1
49	CCCCN(CCCC)CC(O)COc1ccccc1C(=O)Nc1ccccc1 (stereo not given)	1.1	26	0.7	1.4	1
50	CCCOc1ccc(C(=O)NCC(c2ccco2)N(C)C)cc1OC (stereo not given)	1	-1	1	0.4	1

nr	TNAP inh no acc	FLuc inhib CS	APP transl inh	TNAP inh hi DEA	Lmaj promast
41	-5	3	-15	-2	-7
42	-12	-7	12	-4	0
43	0	-9	-2	-6	28
44	-9	-3	6	-3	-4
45	-14	60*	-35	-5	0
46	-10	-9	-1	-4	-5
47	-3	-9	14	-4	76*
48	-7	-1	11	-2	5
49	-9	-4	5	-5	91*
50	-102	0	-22	-1	-4

The list goes on:
nr	Compound	TNAP act hi DEA	bIAP inh	bIAP act	RAM network inh	FLuc stim CS
51	Cc1nnc(C)n1/N=C/c1cc(Br)cc(Br)c1O	1.1	7	0.9	-1.2	1.1
52	CCOC(=O)C1(C)NC(c2ccccc2F)C2C(=O)N(c3cccc(C(C)=O)c3)C(=O)C21 (stereo not given)	1.1	-1	1	0.0	1.1
53	O=C(CN1C(=O)c2ccccc2C1=O)NCC(=O)OCC(=O)c1ccc(Cl)cc1	1	-1	1	3.0	1
54	Cc1cc(C)c(C(=O)/C=C/c2cccs2)c(=O)[nH]1	1.1	-4	1	1.1	1
55	CC(C)(C)c1cc(C(=O)NCc2ccccc2)ccn1	1	-34	1.3	0.7	1
56	CC1(C)c2ssc(=S)c2-c2ccccc2N1C(=O)c1ccco1	0.9	28	0.7	5.5	1.1

nr	TNAP inh no acc	FLuc inhib CS	APP transl inh	TNAP inh hi DEA	Lmaj promast
51	-7	-9	10	-6	-9
52	-13	-7	-6	-7	-6
53	-12	-2	-4	-1	-6
54	-8	1	-30	-5	10
55	-12	-3	13	-4	-2
56	7	-5	-8	7	5
